# Screening results deposited in PubChem BioAssay by several laboratories.
# CCHF vOTU inh = CCHFV vOTU protease inhibition; inhibition, % at 11.5 µM; 370,000 compounds, 0.55% hits; Pep-AMC fluorescence; in the data active means inhibition above about 30%; further: 0% = vehicle wells with enzyme and 100% = no enzyme wells
# Yp Topo-I inh = blocks Yersinia pestis topoisomerase I activity | Y. pestis Topo-I cleavage product accumulation, plate reader | activity, % at 10 µM | AID 504884 | 360,000 compounds, 0.064% hits; in the data active means activity above about 50%, passing the limit was not always enough; inconclusive means no clear call, values can overlap the other calls; further: inactives centre near 2
# BoNT-A LC inh2 = inhibitors of Botulinum neurotoxin A light chain protease; inhibition, % at 10 µM; 360,000 compounds, 0.17% hits; multiplex microsphere protease substrate cleavage, flow cytometry; further: plate controls were buffer without enzyme for full effect and enzyme alone for no effect
# BoNT F protease = inhibitors of Botulinum neurotoxin F light chain protease; inhibition, % at 10 µM; 360,000 compounds, 0.22% hits; AID 588497; Multiplex microsphere protease cleavage assay, flow cytometry; in the data active means inhibition above about 35%, passing the limit was not always enough; inconclusive means no clear call, values can overlap the other calls; further: plate controls were buffer without enzyme for full effect and enzyme alone for no effect
# PrPC surface inh = reduces human prion protein on the cell surface. P04156. cell surface PrPC, TR-FRET read-out. inhibition, % at 13.8 µM. 370,000 compounds, 0.43% hits. AID 720596; in the data active means inhibition above about 24%; further: 0% = median of the test wells and 100% = reference compound wells
# Anthrax LF prot = anthrax lethal factor protease inhibition; AID 588501; inhibition, % at 10 µM; multiplex microsphere protease cleavage assay, LF; 360,000 compounds, 0.12% hits; further: plate controls were buffer without enzyme for full effect and enzyme alone for no effect
# Target sequence (P15917 whole entry, looked up): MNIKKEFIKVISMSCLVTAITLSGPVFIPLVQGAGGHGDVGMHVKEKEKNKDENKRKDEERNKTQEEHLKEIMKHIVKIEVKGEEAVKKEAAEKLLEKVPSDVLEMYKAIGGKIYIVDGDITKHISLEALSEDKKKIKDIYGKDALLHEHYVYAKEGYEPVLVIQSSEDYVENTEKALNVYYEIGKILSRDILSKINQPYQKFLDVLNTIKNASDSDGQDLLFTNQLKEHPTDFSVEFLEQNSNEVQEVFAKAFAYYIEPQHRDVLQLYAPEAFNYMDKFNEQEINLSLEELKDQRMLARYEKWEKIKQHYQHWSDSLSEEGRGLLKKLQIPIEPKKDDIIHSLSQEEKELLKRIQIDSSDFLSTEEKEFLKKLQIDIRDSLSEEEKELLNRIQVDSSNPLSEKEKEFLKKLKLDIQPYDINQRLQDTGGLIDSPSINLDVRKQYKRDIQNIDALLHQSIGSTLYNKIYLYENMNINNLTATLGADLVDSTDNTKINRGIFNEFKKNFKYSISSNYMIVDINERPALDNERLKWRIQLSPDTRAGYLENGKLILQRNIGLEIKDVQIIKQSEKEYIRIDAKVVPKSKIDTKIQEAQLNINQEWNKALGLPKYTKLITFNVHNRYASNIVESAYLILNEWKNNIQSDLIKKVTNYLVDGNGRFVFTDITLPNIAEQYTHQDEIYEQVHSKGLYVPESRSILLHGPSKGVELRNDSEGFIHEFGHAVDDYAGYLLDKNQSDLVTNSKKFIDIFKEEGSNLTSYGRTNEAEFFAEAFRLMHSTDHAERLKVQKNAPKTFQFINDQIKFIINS
# PfHsp40 rescue = compounds rescuing yeast from Plasmodium falciparum HSP40 toxicity. S. cerevisiae expressing PfHsp40, growth rescue, ATP luminescence. growth rescue, % at 12.5 µM. 340,000 compounds, 0.68% hits. AID 504582; in the data active means growth rescue above about 28%, passing the limit was not always enough; inconclusive means no clear call, values can overlap the other calls;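 further: yeast W303a lacking pdr1 and pdr3 grown in galactose medium; growth measured after three days at 30 °C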
# FadD28 FP inh = inhibitors of Mycobacterium tuberculosis FadD28 bisubstrate binding; FadD28 bisubstrate probe binding, fluorescence polarization; inhibition, % at 12.5 µM; 360,000 compounds, 0.22% hits; AID 588549; in the data active means inhibition above about 8.5%, passing the limit was not always enough; inconclusive means no clear call, values can overlap the other calls
# TcdB GH inh = inhibitors of Clostridioides difficile toxin B glycohydrolase; P18177; TcdB glycohydrolase enzymatic assay, plate reader; inhibition, % at 9.99 µM; 350,000 compounds, 0.24% hits; AID 652162; in the data active means inhibition above about 10%
# * hit, by the source's call; ? = inconclusive; . = no result given; & = joins results of further samples. Unless noted, no stated cut-off is given here; in the data, active means inhibition above about 30%; inconclusive means no clear call, values can overlap the other calls; inactive means below that.
SMILES,CCHF vOTU inh,Yp Topo-I inh,BoNT-A LC inh2,BoNT F protease,PrPC surface inh,Anthrax LF prot,PfHsp40 rescue,FadD28 FP inh,TcdB GH inh
CCOc1ccccc1N(CC(=O)NCCc1ccc(OC)cc1)S(=O)(=O)c1ccc(C)cc1,-3,26,-0.5,-1,-2,-6,.,-0.9,0.6
Cc1oc(-c2ccccc2F)nc1CS(=O)(=O)CC(=O)NCc1ccco1,11,17,0.5,8,4,12,-0.5,-4.1,-0.4
CCc1nn(CC(=O)N2CCC3(CC2)OCCO3)c(=O)c2cccn12,2,2,-0.3,1,5,-4,3.0,0.6,1.1
O=C(CSc1nnc2ccccn12)NNC(=O)c1cccc([N+](=O)[O-])c1,-4,-2,.,.,-15,.,-1.0,-2.3,2.2
COc1ccc(N(C(=O)c2snc(C(N)=O)c2N)C(C(=O)NCC2CCCO2)c2ccc3ncccc3c2)cc1OC (stereo not given),-11,2,-1.9,38*,-6,1,0.4,-0.8,1.9
COC(=O)CCC(=O)N(CCN(C(=O)CCC(=O)OC)c1ccccc1)c1ccccc1,11,17,-0.4,1,10,-7,0.9,-0.8,0.4
Cc1c(O)cccc1C(=O)N[C@@H](CSc1ccccc1)[C@H](O)CN1C[C@H]2CCCC[C@H]2C[C@H]1C(=O)NC(C)(C)C,17&9,9&20,-0.7&-1.2,-7&-9,6&-1,-6&-9,1.5&-0.1,-2.7&-5.4,0.8&0.1
CC(/C=N/NC(=O)c1nnn(-c2nonc2N)c1CN(C)C)=C\c1ccco1,12,3,?,.,-5,?,-0.5,-0.2,-4.1
O=C(NCc1cc(C(F)(F)F)ccc1F)C1CCC(=O)N(C2CC2)C1 (stereo not given),17,-2,-4.1,-6,-3,0,0.8,-3.2,-0.2
O=C(NNC(=O)c1cc(-c2ccc(Cl)cc2)nc2ccccc12)c1csc(N2CCOCC2)n1,22,8,-0.8,-4,-15,-3,-0.8,-4.2,0.3

# Part of the list above in order of count of non-hydrogen atoms, ascending:
SMILES,CCHF vOTU inh,Yp Topo-I inh,BoNT-A LC inh2,BoNT F protease,PrPC surface inh,Anthrax LF prot,PfHsp40 rescue,FadD28 FP inh,TcdB GH inh
CCc1nn(CC(=O)N2CCC3(CC2)OCCO3)c(=O)c2cccn12,2,2,-0.3,1,5,-4,3.0,0.6,1.1
O=C(CSc1nnc2ccccn12)NNC(=O)c1cccc([N+](=O)[O-])c1,-4,-2,.,.,-15,.,-1.0,-2.3,2.2
CC(/C=N/NC(=O)c1nnn(-c2nonc2N)c1CN(C)C)=C\c1ccco1,12,3,?,.,-5,?,-0.5,-0.2,-4.1
O=C(NNC(=O)c1cc(-c2ccc(Cl)cc2)nc2ccccc12)c1csc(N2CCOCC2)n1,22,8,-0.8,-4,-15,-3,-0.8,-4.2,0.3

# Remaining list, next part:
SMILES,CCHF vOTU inh,Yp Topo-I inh,BoNT-A LC inh2,BoNT F protease,PrPC surface inh,Anthrax LF prot,PfHsp40 rescue,FadD28 FP inh,TcdB GH inh
COc1ccc(/C=C2\SC(=S)N(CC(=O)N(C)C3CCS(=O)(=O)C3)C2=O)cc1 (stereo not given),-8,-13,1.1,10,-7,3,-1.0,0.1,1.1
CC1CCN(C(=O)C2CCC(CNc3c(N4CCCCC4)c(=O)c3=O)CC2)CC1 (stereo not given),1,3,-1.1,2,4,1,-1.2,-2.4,0.5
O=C(CCN=C1NS(=O)(=O)c2ccccc21)OCC(=O)c1ccc(F)cc1,-7,-4,-0.1,3,-1,1,1.6,1.4,0.2
O=C1CN(C(=O)COC(=O)CCNS(=O)(=O)c2ccc(Cl)cc2)c2ccccc2N1,6,5,1.3,2,1,-7,-1.4,-0.5,-0.4
CCCCc1c(C)nc(N2CCCC2)[nH]c1=O,-18,-9,?,?,6,-17,-0.7,-3.2,0.7
CCC(=O)c1ccc(OCC(O)CNCCc2ccc(Cl)cc2)cc1 (stereo not given),-7,16,0.1,-10,-8,-8,.,-0.7,1.7
CCCN(CC(=O)Nc1ccc(F)c(F)c1F)C(=O)Cc1ccc(S(=O)(=O)N2CCOCC2)s1,4,9,-0.8,9,-8,-2,-1.0,0.5,1.5
Cc1ccnc(SCCn2c(N3CCN(Cc4ccccc4)CC3)nc3c2c(=O)[nH]c(=O)n3C)n1,-7,27,-0.9,-9,-6,2,1.8,-2.1,0.8
COc1ccccc1NC(=O)CN1CCC(c2nc3ccc(C)cc3[nH]2)CC1,10,11,-1.1,-4,-9,-2,-0.8,-4.5,-0.4
CCOC(=O)N1CCN(C(=O)CN(C)S(=O)(=O)c2ccc(OCC)cc2)CC1,15,3,-2.1,1,3,4,-1.2,-1.2,-1.0
CCOc1ccccc1-n1c(SCC(=O)NC(C)CC)nnc1-c1ccoc1C (stereo not given),5,14,-0.5,-11,-3,2,1.0,-0.6,.
CCc1cc(=O)oc2cc(C)cc(OC(C)C(=O)NCCCN3CCOCC3)c12 (stereo not given),-15,7,2.1,-5,-10,3,-0.3,1.2,-0.2
COc1ccc(C2=CC(=O)C[C@H](c3ccc4c(c3)OCO4)C2)cc1,.,28,0.5,3,.,-5,8.5,-7.5,.
C/C(=N/NC(=O)CNS(=O)(=O)c1ccc(C)cc1)c1cccc([N+](=O)[O-])c1,0,0,-0.6,-4,-8,0,1.0,-3.3,1.3
O=C(COc1ccc(S(=O)(=O)N2CCOCC2)cc1)NCCc1ccc(Cl)cc1,1,15,1.9,6,17,13,.,-2.6,1.0
Cc1nnc(-c2ccco2)c2cn(-c3cccc(Br)c3)nc12,-5,1,2.2,4,-7,1,0.2,-6.6,-0.5
CC(C)(C)NC(=O)C(OC(=O)c1ccco1)c1ccccc1F (stereo not given),-2,4,-0.3,9,-6,-10,-0.3,0.6,0.1
COC(=O)c1ccc(C2/C(=C(/O)c3ccc(OC)cc3)C(=O)C(=O)N2c2cc(C)on2)cc1 (stereo not given),10,-2,0.9,-4,5,-4,0.0,0.6,.
Fc1ccc(-n2c(-c3ccc4ccccc4n3)n[nH]c2=S)cc1Cl,1,-7,0.3,2,1,-4,-0.5,-3.3,.
CC(=O)Nc1ccc(S(=O)(=O)NCCC(=O)N2CCCCC2)cc1,1,2,.,.,1,.,-0.2,.,2.4
CC(C(=O)N1CCCCC1)N(C)CC(=O)Nc1ccc(F)c(F)c1F (stereo not given),0,-4,-0.2,-1,2,1,.,-4.3,1.4
CC(=O)Nc1ccc(S[C@@H](CCN2CC[C@H](C(C)(C)C)CCC2=O)c2ccccc2)cc1,10,9,0.2,4,9,-2,0.4,-6.1,1.1
O=C(O)CC(NNC(=O)c1ccccc1)C(=O)Nc1cccc([N+](=O)[O-])c1 (stereo not given),29,-10,1.4,-6,-9,7,-0.1,-0.6,-3.2
CC1=C(C(=O)OCCCCCl)C(c2cc3c(cc2Br)OCO3)NC(=O)N1 (stereo not given),9,-4,0.8,?,8,2,-2.1,2.5,1.4
O=C(COC(=O)c1ccc([N+](=O)[O-])s1)Nc1ccc(F)cc1,82*,-3,0.1,14,-18,-4,1.4,2.1,0.4
O=C(COC(=O)C1CC1)Nc1ccc(N=Nc2ccccc2)cc1,-13,-2,-0.9,-6,-12,1,0.6,-1.7,.
COc1cccc(NC(=O)CN(C)C(=O)c2cc(-c3ccccc3)nc3ccccc23)c1,14,1,1.6,-2,-1,-2,.,-4.2,2.1
COc1ccccc1NC(=O)CSc1nc2n[nH]c(C)c2c(=N)n1-c1ccccc1Cl,11,13,-0.8,-4,1,-1,0.6,-28,.
COc1ccccc1CN1CCCC(N2CCN(c3ccc(F)cc3)CC2)C1 (stereo not given),-13,-10,-6.1,?,3,-11,0.6,-3.1,-1.1
Cc1ccccc1OCC(=O)NNC(=O)CCN1C(=O)c2ccccc2C1=O,8,3,0.8,1,5,-2,0.4,-2.9,1.0
CC(=O)Nc1ccc(S(=O)(=O)NC(C)C(=O)NCC(c2ccco2)N(C)C)cc1 (stereo not given),-8,4,.,.,4,.,0.2,-1.1,0.8
O=C(Nc1ccc(NC(=O)c2ccc([N+](=O)[O-])o2)cc1Cl)c1ccco1,11,-5,-0.4,6,2,-1,0.4,1.5,-1.9
CCOC(=O)c1ccc(NC(=O)c2c(N)n(C)c(=O)n(C)c2=O)cc1,-8,4,-0.4,6,4,-1,-1.2,1.4,.
COc1c(C)cc(C(=O)C2CCCN(C(=O)c3cccc(F)c3)C2)cc1C (stereo not given),-8,16,-0.1,-7,6,1,0.2,-2.3,0.3
O=C1CC(c2ccccc2)C(C(=O)Nc2ccccc2F)N1 (stereo not given),-4,0,-0.8,-9,4,-12,0.7,0.2,0.2
COc1ccc(C(=O)Nc2cc(OC)ccc2OC)cc1,4,7,-0.7,-9,2,-4,-1.1,-0.4,1.0
CN(c1ccccc1)S(=O)(=O)c1cccc(C(=O)OCC(=O)Nc2ccc3[nH]c(=O)[nH]c3c2)c1,-10,2,-2.6,-14,-1,0,-0.8,-4.2,1.9
COc1ccc(CNC(=O)CCN2C(=O)c3ccccc3C2=O)cc1,-12,-1,1.9,-7,2,8,-0.4,0.5,-2.3
O=C(NC1CCS(=O)(=O)C1)Oc1ccccc1 (stereo not given),-5,-4,0.0,-18,-3,0,-0.6,-3.8,.
COc1ccc(-n2nnnc2SCC(=O)NC2CCS(=O)(=O)C2)cc1 (stereo not given),-3,5,0.8,?,-5,?,-2.0,0.5,-1.6
C[C@@H]1NS(=O)(=O)[C@H]2C[C@@H]3C=C[C@]2(O3)[C@H]1OC(=O)Nc1ccc(C(F)(F)F)cc1[N+](=O)[O-],1,-8,-0.3,-7,-8,-9,-1.0,-5.5,0.8
CCN(CC(=O)Nc1ccc2c(c1)OCCO2)C(=O)COc1cc(C)ccc1Cl,22,2,.,.,0,.,-0.3,-1.8,2.9
CCOC(=O)Cc1csc(NC(=O)CN2CCOCC2)n1,-8,0,.,.,-3,.,-1.9,-1.0,0.1
CN(C)c1ccc(C2NCCS2)cc1 (stereo not given),7,-3,0.1,-3,-3,-4,-0.9,0.1,.
Cc1ccc(C(=O)OCC(=O)Nc2cccc(Br)c2)s1,15,4,-0.7,0,7,-10,.,-0.2,0.9
COc1ccc(C2C(C(=O)NCc3ccco3)c3ccccc3C(=O)N2C)cc1 (stereo not given),-5,4,-0.2,-2,-4,-3,0.5,-1.3,-0.7
Cc1ccc(C(=O)C=CNNC(=O)c2ccccc2)cc1,17,0,4.0,24,-1,9,1.3,-0.8,0.2
COc1cc(Cl)c(C)cc1NC(=O)CSc1nnc(CCC(=O)O)c(=O)[nH]1,0,-13,-1.0,3,-2,-5,-0.2,-3.8,-1.5
O=C(Nc1ccc2c(c1)OCCO2)C1CCCN(S(=O)(=O)Cc2ccccc2)C1 (stereo not given),10,0,0.5,4,-1,-3,-0.3,-2.9,.
c1cc(-c2cnc3cccnn23)c2cccnc2c1,-14,-3,0.6,-8,-19,-5,.,-2.6,-0.5

# Other compounds follow.
SMILES,CCHF vOTU inh,Yp Topo-I inh,BoNT-A LC inh2,BoNT F protease,PrPC surface inh,Anthrax LF prot,PfHsp40 rescue,FadD28 FP inh,TcdB GH inh
Cc1ccc(Cl)cc1N1CCN(Cc2nc3c(c(=O)[nH]c(=O)n3C)n2Cc2ccccc2F)CC1,5,18,-0.1,-7,-4,-5,-2.5,-3.6,-0.1
COc1ccccc1NC(=O)COC(=O)c1cn(C)c2ccccc12,13,23,-1.1,5,10,0,1.0,-0.7,-0.1
CCCC(=O)N1CC(=O)Nc2ccc(C)cc2C1c1ccc(F)cc1 (stereo not given),7,6,-1.6,1,-1,-4,2.7,-0.5,0.9
CC(=O)N/C(=C\c1ccc(Cl)cc1)C(=O)O,-12,-6,0.1,3,2,-2,.,-0.8,1.3
Cc1cc(C(=O)Nc2ccc(N3CCOCC3)c(Cl)c2)c(C)o1,0,-2,0.7,?,8,4,-0.7,-0.7,3.2
CCOc1cc(C=C2C(=O)NC(=S)NC2=O)ccc1O,16,8,-0.3,0,-7,-1,-0.7,1.6,-1.1
COc1ccc(NC(=O)CCN2C(=O)c3ccncc3C2=O)cc1OC,-11,-7,0.1,-12,8,-4,-0.9,-0.9,1.2
CN(C(=O)CSc1nnc(N)s1)C1CCCCC1,-7,6,-0.4,4,6,1,0.1,-0.3,0.6
COc1ccc(-n2cc(CNC3CCC(O)CC3)c(-c3cccc(F)c3)n2)cc1 (stereo not given),-1,-2,-1.0,-2,-6,-1,-1.7,-1.6,-0.3
